Bioassay records as filed in PubChem.
RMI FANCM FP – disruptors of RMI1/RMI2 association with MM2 peptide – biochemical, fluorescence polarization, human, primary screen; RMI core complex (RMI1/RMI2) binding to FANCM MM2 peptide, human; FP signal (polarization) at 33 µM; hit rate 0.58% among 70,000; RMI core complex with F-MM2 peptide; stronger effect = lower value; in the data active means FP signal below about 40; further: inactives centre near 61; strong numbers were not always called active; unit not given here
* marks the source's active call; other numbers are inactive results; & = joins results of further samples. An excerpt; the hit share may differ from the screen's.

Preview:
structure	RMI FANCM FP
O=C(Nc1nccs1)C12CC3CC(CC(C3)C1)C2	64
O=C(O)CCN1CCN(Cc2ccccc2)CC1	60

The whole of this part, from the first entry:
structure	RMI FANCM FP
O=C(Nc1nccs1)C12CC3CC(CC(C3)C1)C2	64
O=C(O)CCN1CCN(Cc2ccccc2)CC1	60
CC1(C)CC(=O)c2c(nc3sc(C(=O)Nc4cccc(-c5nc6ccccc6s5)c4)c(N)c3c2-c2ccccc2)C1	112
NC(=O)Cc1cc(=O)[nH]c(SCC(=O)Nc2cccc(F)c2)n1	59
CS(=O)(=O)c1ccccc1-c1nnc(NC(=O)c2cc([N+](=O)[O-])ccc2Cl)o1	56
O=C1CCC(=O)N1CNc1ccccc1OC(F)(F)F	54
O=C(NCCOc1ccc(F)cc1)c1c(F)cccc1Cl	63
Cc1cc(C)cc(NC(=O)CSc2ccc(-c3ccco3)nn2)c1	62
COc1ccc2nc(N(CCn3cccn3)C(=O)c3cc4ccccc4o3)sc2c1	75
COC(=O)c1ccccc1NC(=O)CN1CCCN(Cc2cccc(F)c2)S1(=O)=O	65
CCOC(=O)CCC(=O)Nc1ccc(S(=O)(=O)Nc2ccc(F)cc2)cc1	67
COc1ccc(Cl)c2sc(NNC(=O)c3ccc(S(=O)(=O)N4CCc5ccccc5C4)cc3)nc12	11*
O=C(CSc1n[nH]c(=O)n1Cc1ccco1)N1CCOCC1	62
O=C(Cc1cccc2ccccc12)Nc1ccc2c(c1)CN(C(=O)C1CC1)CC2	70
O=C(CSc1nc2sc3c(c2c(=O)n1-c1ccccc1)CCCCC3)N1CCCCCC1	72
COc1cc([N+](=O)[O-])cc2sc(NC(=O)c3ccc(N4CCOCC4)c([N+](=O)[O-])c3)nc12	59
O=C(Nc1nc2c(s1)CCCC2)c1ccc(S(=O)(=O)N2CCc3ccccc3C2)cc1	67
O=C(CCc1nc2sc3c(c2c(=O)[nH]1)CCCCC3)NCCc1ccc(Cl)cc1	118
COCC(=O)NCCSc1c(-c2ccc(F)cc2)[nH]c2ccccc12	56
COc1ccc2nc(-n3nc(C)cc3NC(=O)c3ccc4c(c3)OCCO4)sc2c1	100
CCOC(=O)C(=O)Nn1cnc2c(cnn2-c2ccc(C)cc2)c1=O	64
COC(=O)CC1C(=O)NCCN1C(=S)NC(=O)c1ccc(OC)c(I)c1 (configuration not stated)	51
CSC(SC)=C(C#N)C(=O)c1ccccc1	58
CCOC(=O)C(C#N)=C1C=C(C)N(c2cccnc2)C(C)=C1	63
CN1CCN(S(=O)(=O)c2ccc(-c3ccc(Cl)cc3)cc2)CC1	59
FC(F)(F)c1cccc(-n2c(Cn3nnc(N4CCOCC4)n3)n[nH]c2=S)c1	60
COc1cc(C(F)(F)F)cc(C(F)(F)F)c1C(=O)N1CCC(C(=O)c2ccc(Cl)cc2)CC1	59
O=C(CSc1ccc(-c2ccc(-n3cccn3)cc2)nn1)Nc1ccc2c(c1)OCO2	94
CC(C)Cn1c(=N)c(C#N)cc2c(=O)n3ccccc3nc21	41
O=C(CSc1ncnc2c1oc1ccccc12)Nc1ccc(OC(F)(F)F)cc1	66

5 records picked at random from the list so far:
structure	RMI FANCM FP
COc1ccc(Cl)c2sc(NNC(=O)c3ccc(S(=O)(=O)N4CCc5ccccc5C4)cc3)nc12	11*
FC(F)(F)c1cccc(-n2c(Cn3nnc(N4CCOCC4)n3)n[nH]c2=S)c1	60
CS(=O)(=O)c1ccccc1-c1nnc(NC(=O)c2cc([N+](=O)[O-])ccc2Cl)o1	56
COC(=O)c1ccccc1NC(=O)CN1CCCN(Cc2cccc(F)c2)S1(=O)=O	65
CC1(C)CC(=O)c2c(nc3sc(C(=O)Nc4cccc(-c5nc6ccccc6s5)c4)c(N)c3c2-c2ccccc2)C1	112

Following part.
structure	RMI FANCM FP
Cc1ccc2c(c1)C(C)(C)C1(CCCC(=O)N1)N2C (configuration not stated)	58
CSC(=Nc1ccccc1F)Nc1ccccc1F	56
c1ccc2c(c1)CN1CCCCN1C2	57
Cc1cc(C)cc(NC(=O)Cn2nc(-c3ccc(F)cc3)c3sc(N4CCOCC4)nc3c2=O)c1	68
COc1ccc(-c2ccc(=O)n(Cc3nc(-c4cccc(Br)c4)no3)n2)cc1	105
Cc1nc2ccccc2c(=O)n1-c1cccc(NS(=O)(=O)c2cccc([N+](=O)[O-])c2)c1	54
Cc1ccccc1NC(=O)c1oc2ccccc2c1C	56
O=C(Nc1nnc(C23CC4CC(CC(C4)C2)C3)s1)c1ccccc1[N+](=O)[O-]	57
O=C(CSc1ccc(-c2ccco2)nn1)NC1CCCC1	68
Cc1ccc(-c2cc(=O)n(CC(=O)NCc3cccs3)cn2)cc1	68
N/C(=N/OC(=O)Nc1cccc(C(F)(F)F)c1)C1CSCCS1 (configuration not stated)	53
COC(=O)c1cnn(-c2ccccc2)c1/C=N\OC(=O)c1ccc(Cl)cc1	78
O=S(=O)(Nc1cccc(Cl)c1)c1cccc2c(S(=O)(=O)Nc3cccc(Cl)c3)cccc12	57
CCCc1cc(=O)[nH]c(-n2nc(C)cc2NC(=O)COc2ccc(Cl)cc2Cl)n1	55
COc1ccc(C(=O)c2c(C)[nH]n(-c3ccccc3)c2=O)cc1OC	65
O=C(CSCc1ccccc1)NCCCn1nc(-c2cccnc2)ccc1=O	63
O=[N+]([O-])c1ccc(COc2ccc(CO)cc2)cc1	65
O=c1ncc(F)c[nH]1	54
CCOC(=O)C1CCCN(S(=O)(=O)CCCOc2ccc(F)cc2)C1 (configuration not stated)	60
CC(C)Oc1ccc(C(=O)NCc2ccsc2)cc1	68
c1cc(-c2ccsc2)[nH]n1	54
CCOC(=O)c1csc(-c2sc(SC)c3c2CCCC3=O)n1	52
Cc1ccc2nc(C)c(NC(=O)NCc3ccccc3)c(=O)n2c1	70
CN(C)c1ccc(NS(=O)(=O)c2ccccc2)cc1C(=O)O	56
Cc1cc(=O)[nH]c2c1c(C)nn2C1CCCCC1	58
COc1cccc(C(=O)C2C(=O)N(c3ccccc3)N=C2c2ccccc2)c1 (configuration not stated)	68
COc1ccc(C)cc1NC(=S)NCCc1cc2cc(C)c(C)cc2[nH]c1=O	76
Cc1ccc(Cc2nnc(NC(=O)C3CCCN(S(=O)(=O)c4cccs4)C3)o2)cc1 (configuration not stated)	61
CCN1C(=O)Cc2cc(NC(=O)COc3ccc(Cl)cc3Cl)ccc21	77
CSc1nnc2c(n1)[nH]c1ccccc12	48&52
Cc1ccc(CC(=O)Nc2nc3c(s2)CCCC3)c(C)c1	54
O=C(COc1ccccc1)NCC1(c2cccs2)CCCC1	68
Nc1nc(SCC(=O)NCc2ccccc2)ncc1S(=O)(=O)c1cccs1	65
CSc1nnc(-c2ccc(S(C)(=O)=O)cc2)o1	61
CSc1nn(CC(=O)Nc2ccc(F)c(F)c2)c(N)c1-c1nc(-c2ccc3c(c2)OCO3)no1	183
O=C(C1CCN(c2ccc(-c3ccc(F)cc3)nn2)CC1)N1CCOCC1	59
CCOc1cc(/C=C2/SC(=Nc3ccccc3C(F)(F)F)NC2=O)ccc1O	138
Cc1nc2ccc(NS(=O)(=O)c3ccc4ccccc4c3)cc2c(=O)n1-c1ccc(F)cc1	59
O=C(CSc1nc(CC(=O)NCc2cccs2)cc(=O)[nH]1)NCc1ccc(F)cc1	59
COc1ccc(-n2c(SCC(=O)NCC3CCCO3)nnc2-c2c[nH]c3ccccc23)cc1 (configuration not stated)	58
O=C(Nc1nnc(-c2cc(Cl)sc2Cl)o1)c1ccco1	69
CC(C)(CC(=O)O)CC(=O)N1CCN(c2ncccn2)CC1	49
CCOC(=O)CSc1c(C(=O)OCC)c(=O)n(-c2ccccc2)c(=S)n1-c1ccccc1	57
Cc1nc(-c2noc(-c3ccc(C(F)(F)F)cc3)n2)cs1	54
O=C(NNC(=O)c1cccn(Cc2ccc(F)cc2)c1=O)c1ccco1	62
O=C(NC(=S)NCc1ccccc1)c1ccccc1	57
CCOC(=O)CNC(=O)CSc1nnc(C(C)C)c2cnn(-c3ccc(C)c(C)c3)c12	59
CCOC(=O)C1CCCN(C(=O)CCc2csc3nc(-c4ccc(OC)cc4)cn23)C1 (configuration not stated)	63
CCCCN(CC)S(=O)(=O)c1ccc2oc(-c3nc(-c4ccc(OCC)cc4)no3)c(C)c2c1	74
CCC(CC)C(=O)NCCN1CCn2cc(OCc3ccccc3)c(=O)cc2C1=O	61
CCOC(=O)c1ccc(NC(=O)Cc2cc(=O)oc3cc(OC)ccc23)cc1	86
COc1ccc(C(=O)CSc2nc(C3CC3)nc3c2c(=O)n(C)c(=O)n3C)cc1	65
C=CCn1c(SCC(=O)N(C)C)nc2scc(-c3ccc(C)cc3)c2c1=O	55
Cn1c(=O)c2c(NC(=O)c3cccc(Cl)c3)ccnc2n(C)c1=O	54
O=C(NC1C2CC3CC(C2)CC1C3)c1cccnc1Cl (configuration not stated)	69
C=CCn1c(Cl)c(/C=N\NC(=O)c2ccncc2)sc1=O	66
CCOC(=O)c1ccccc1NC(=O)CSc1ccc(-c2ccc3c(c2)OCO3)nn1	58
O=Cc1ccc(OCc2cccnc2)cc1	84
O=C(NC(=S)NCc1cccnc1)c1ccccc1	53
S=C(NCc1ccccc1)NNc1nc(N2CCCC2)nc(N2CCCC2)n1	54

Sorted by length of the SMILES (highest first): some entries from above.
structure	RMI FANCM FP
O=C(CSc1nc(CC(=O)NCc2cccs2)cc(=O)[nH]1)NCc1ccc(F)cc1	59
Cc1nc(-c2noc(-c3ccc(C(F)(F)F)cc3)n2)cs1	54
Cc1ccc(CC(=O)Nc2nc3c(s2)CCCC3)c(C)c1	54

The listing continues:
Molecule	RMI FANCM FP
CCOC(=O)c1sc(NC(=O)C2C(C=C(Cl)Cl)C2(C)C)c(C(=O)OCC)c1C (configuration not stated)	58
CSC1=NC(c2ccc(C)cc2)=NCN1c1ccc([N+](=O)[O-])cc1	61
CCOc1ccc(N2C(N)=NC(N)=NC2(C)C)cc1	56
NC(=O)c1oc2ccccc2c1NC(=O)C(=O)NCc1c(F)cccc1F	52
CS(=O)(=O)c1nc2ccccc2n1CCN1CCOCC1	54
CCOC(=O)C1=C(N)Oc2c(oc(CO)cc2=O)C1c1ccc2c(c1)OCO2 (configuration not stated)	55
CCOC(=O)c1sc(NC(=O)CN2C(=O)CCSc3ccccc32)c(C(=O)OCC)c1C	64
Cc1ccccc1C(=O)Nc1cc(-c2ccco2)nn1-c1nc(C)c(C)c(=O)[nH]1	59
Cc1nn(C2CCCC2)c(=O)c2c1cnn2C(C)(C)C	64
COc1ccc(/C=C/C(=O)Nc2sccc2-c2nc3ccccc3s2)cc1OC	86
COCC(=O)NCCn1ncc2c(=O)n(Cc3cccc(C(F)(F)F)c3)cnc21	68
O=c1ccc(-c2ccncc2)nn1CCCNS(=O)(=O)c1cccc(Cl)c1Cl	69
COc1cccc(-c2ccc(=O)n(Cc3nc(-c4cccc(Cl)c4)no3)n2)c1	75
Cc1ccc([N+](=O)[O-])c(C(=O)N/N=C/c2cccs2)c1	55
O=C(CSc1nc2c(-c3ccccc3)c[nH]c2c(=O)n1C1CC1)NCCc1ccccc1	70
Cc1cc(C(=O)NNc2ccc(Cl)cc2)cc(Cl)n1	56

A few values from the list.
RMI FANCM FP result of Cc1nn(C2CCCC2)c(=O)c2c1cnn2C(C)(C)C : 64
RMI FANCM FP result of COc1cccc(-c2ccc(=O)n(Cc3nc(-c4cccc(Cl)c4)no3)n2)c1 : 75
RMI FANCM FP result of Cc1cc(C(=O)NNc2ccc(Cl)cc2)cc(Cl)n1 : 56
RMI FANCM FP result of O=C(CSc1nc2c(-c3ccccc3)c[nH]c2c(=O)n1C1CC1)NCCc1ccccc1 : 70

Next part:
Molecule	RMI FANCM FP
COc1cc(OC)cc(-c2nnc(NC(=O)CCS(=O)(=O)c3ccc(Cl)cc3)o2)c1	70
COc1ccc(CCNC(=O)CCC(=O)O)cc1OC	65
CCC(Sc1nnc(C)c2cnn(-c3ccc(C)c(C)c3)c12)C(=O)OC (configuration not stated)	65
COc1ccc(NC(=O)Cn2ncn3nc(-c4ccc(C)cc4)cc3c2=O)cc1	122
N#CCCN1CCN(C2=NC(=O)/C(=C\c3ccc(-c4cccc(C(F)(F)F)c4)o3)S2)CC1	85
Cn1c(=O)c2cc(C(=O)NCc3ccco3)sc2n(C)c1=O	64
CNc1nn(CC(=O)Nc2ccc(OC)c(OC)c2)c(N)c1-c1nc(-c2ccc(C)cc2)no1	71
COc1ccc(C2CC(c3ccc(C)cc3C)=NN2C(C)=O)cc1 (configuration not stated)	58
Cc1ccc(N=Cc2ccc(-c3ccc(C)cc3)o2)cc1	56
CC(=O)O[C@@H]1CC(=O)[C@@]2(C)C(CC(=O)[C@]3(C)C2CC[C@@]2(C)[C@H](c4ccoc4)OC(=O)C4OC423)C1(C)C (some centres not stated)	59
CCOC(=O)N1CCN(C(=O)c2nn(-c3ccccc3)c(=O)cc2OC)CC1	56
Cc1n[nH]c(=S)c2c1cnn2-c1ccc(F)cc1	73
CCOc1ccc(C)cc1S(=O)(=O)Nc1ccc2c(c1)CCC(=O)N2CC(C)C	63
O=C(O)CC1(CC(=O)Nc2cccc3nsnc23)CCCCC1	58
COc1ccc(-c2noc(CSc3nc(-c4ccccn4)cc(=O)[nH]3)n2)c(OC)c1	58
CS(=O)(=O)N1CCN(c2ccc3nnc(C4CC4)n3n2)CC1	64
Cc1nnc(SCC(=O)Nc2ccc(S(N)(=O)=O)cc2)s1	73
O=C(CSc1ccc(NC(=O)c2ccco2)nn1)NC1CCCC1	66
Nc1nc(SCC(=O)Nc2nc(-c3ccccc3)ns2)n[nH]1	73
COc1ccc(/C=C/C(=O)Nc2c3c(nn2-c2ccc([N+](=O)[O-])cc2)CSC3)cc1OC	63
NC(=O)C1CCN(C(=O)CCCSc2ccc(NC(=O)c3cccs3)nn2)CC1	60
Clc1ccc(OCC2=NNC(COc3ccc(Cl)cc3Cl)=NN2)c(Cl)c1	68
O=C(C1CCCN1S(=O)(=O)c1ccc(Cl)cc1)N1CCCc2ccccc21 (configuration not stated)	65
CCO/C=C1\C(=O)N(c2ccc(OC)cc2)C(=O)c2cc(OC)ccc21	53
